Assay outcomes as filed in PubChem BioAssay.
D2 agonist = agonists of human D2 dopamine receptor; P14416; HEK293 T-REx D2 cells, calcium flux agonist mode; activation, % at 2 µM; 340,000 tested, 0.53% active; AID 485358;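 active = activation over 3 SD above normal in the single-dose calcium agonist read, cut at about 30% in these data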; also: 0% is about no effect
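Tetracycline-induced HEK293 T-REx cells with force-coupled D2 receptor, plated overnight at 30 C, loaded with no-wash calcium dye. After a 10 s baseline, compound was pin-added and calcium flux read kinetically for 180 s; calcium rises flagged agonists.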
TRHR ag = agonists of human TRH receptor; P34981; TRHR cells, calcium flux fluo-8, FDSS agonist mode; activation, % at 2 µM; 360,000 tested, 0.18% active; in the data active = activation above about 30%; also: 0% is about no effect
Target sequence (P34981 whole entry, looked up): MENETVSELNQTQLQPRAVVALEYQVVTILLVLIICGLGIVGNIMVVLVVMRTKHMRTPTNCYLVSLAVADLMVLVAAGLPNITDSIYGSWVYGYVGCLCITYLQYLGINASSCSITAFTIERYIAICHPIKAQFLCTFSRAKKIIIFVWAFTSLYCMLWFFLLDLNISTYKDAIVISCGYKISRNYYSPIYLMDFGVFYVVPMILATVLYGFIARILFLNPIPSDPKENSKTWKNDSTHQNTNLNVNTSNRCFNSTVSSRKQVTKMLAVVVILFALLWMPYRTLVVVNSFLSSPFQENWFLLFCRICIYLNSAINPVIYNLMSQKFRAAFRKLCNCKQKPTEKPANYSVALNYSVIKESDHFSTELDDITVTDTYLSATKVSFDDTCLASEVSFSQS
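TRHR-expressing cells, plated overnight in medium with 10% serum, were loaded with fluo-8 calcium dye at room temperature. After a 10 s baseline, library compound was pin-added and calcium release was recorded kinetically (ex 480/em 530) as agonist response.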
TrxR1 substrate = substrates of rat thioredoxin reductase 1. purified TrxR1 substrate turnover, NADPH consumption readout. Potency, µM (series often up to 114 µM), for the others: at the top dose activity change, negative = substrate turnover. 390,000 tested, 0.01% active. AID 588456; also: potency is read from the fitted curve at half-maximal effect; % is scaled to controls: 0 for no effect and ±100 for the full control effect; nearly all actives have a fitted effect of over 50% in size
Target sequence (O89049 whole entry, looked up): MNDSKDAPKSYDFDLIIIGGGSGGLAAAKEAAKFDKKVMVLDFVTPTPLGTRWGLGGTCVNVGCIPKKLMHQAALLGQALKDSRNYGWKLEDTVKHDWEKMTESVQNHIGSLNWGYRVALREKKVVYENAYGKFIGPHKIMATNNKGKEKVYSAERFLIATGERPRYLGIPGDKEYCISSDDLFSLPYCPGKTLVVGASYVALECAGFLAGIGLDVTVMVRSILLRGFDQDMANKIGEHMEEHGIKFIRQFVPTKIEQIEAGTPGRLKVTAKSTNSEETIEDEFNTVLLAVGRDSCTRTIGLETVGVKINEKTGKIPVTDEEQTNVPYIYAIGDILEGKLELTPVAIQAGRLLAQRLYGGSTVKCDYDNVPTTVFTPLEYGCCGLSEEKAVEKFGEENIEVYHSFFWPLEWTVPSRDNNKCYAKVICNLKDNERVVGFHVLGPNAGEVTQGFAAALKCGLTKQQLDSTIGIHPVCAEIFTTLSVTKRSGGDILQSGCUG
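Rat TrxR1, dispensed at 90 nM, was prereduced with 400 uM NADPH (final) for 5 min at ~22 deg C, then incubated with compound 15 min before 400 uM selenite. A first-read NADPH fluorescence drop versus no-compound background flagged substrates.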
Pin1 inhibitor = human Pin1 inhibition; Pin1 FP peptide displacement, HiFluor488, 10 min; Potency, µM (titrated, usually from 115 µM), without a hit: top-dose activity, negative = inhibition, usual class: inhibitors; 390,000 tested, 0.009% active; active = well fitted inhibition curve with a large enough effect in the polarisation, with a control signal flat, not every such curve was filed as active; inconclusive = small, poorly fitted or top-dose-only effect, or effect the other way, or a change in a side signal; inactive = no such curve, though single readings can be large or run the other way; the % refers to the polarisation; also: potency is read from the fitted curve at half-maximal effect; % is scaled to controls: 0 for no effect and ±100 for the full control effect
Target sequence (Q13526 whole entry, looked up): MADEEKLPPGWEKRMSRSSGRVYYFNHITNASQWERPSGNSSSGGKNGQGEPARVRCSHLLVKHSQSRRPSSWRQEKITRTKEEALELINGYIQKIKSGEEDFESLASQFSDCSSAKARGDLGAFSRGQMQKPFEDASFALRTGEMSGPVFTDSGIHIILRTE
IDH1 R132H inh = human IDH1 R132H inhibition | O75874 | Potency, µM (series often up to 76.6 µM), without a hit: at the top dose activity change, negative = inhibition, usual class: inhibitors | 390,000 tested, 0.093% active | IDH1-R132H enzyme, NADPH consumption, diaphorase/resazurin fluorescence | AID 602179; also: potency is read from the fitted curve at half-maximal effect; % is scaled to controls: 0 for no effect and ±100 for the full control effect; nearly all actives have a fitted effect of over 65% in size
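IDH1-R132H (0.5 ug/mL) preincubated 30 min with compound, then NADPH (0.016 mM) and alpha-KG (2 mM) added; 80 min at RT, pH 7.5. Remaining NADPH coupled via diaphorase/resazurin to fluorescence (540/590 nm); concentration-response curves normalized to no-enzyme control.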
TrxR1 inh = rat TrxR1 inhibition; AID 588453; O89049; recombinant rTrxR1, NADPH fluorescence consumption, selenite substrate; Potency, µM (highest dose often 114 µM), inactives show top-dose activity change, negative = inhibition, hits mostly inhibitors; 390,000 tested, 1% active; also: potency is read from the fitted curve at half-maximal effect; % is scaled to controls: 0 for no effect and ±100 for the full control effect; nearly all actives have a fitted effect of over 65% in size
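Rat TrxR1 (90 nM in the dispensed reagent) was pre-reduced with 400 uM NADPH for 5 min at room temperature, then incubated with compound for 15 min. After 400 uM selenite was added, NADPH fluorescence (Ex 340/Em 450 nm) was followed for 8 min.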
USP1 inh = blocks the human USP1/UAF1 deubiquitinase complex; O94782; recombinant USP1/UAF1, Ub-Rhodamine cleavage fluorescence; Potency, µM (top dose mostly 57.1 µM), for the others: top-dose activity change, negative = inhibition, hits mostly inhibitors; 390,000 tested, 0.23% active; AID 743255; also: potency is read from the fitted curve at half-maximal effect; % is scaled to controls: 0 for no effect and ±100 for the full control effect; nearly all actives have a fitted effect of over 60% in size; inactives centre near -12
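USP1/UAF1 complex (1 nM) preincubated 15 min at room temperature with compound, then Ub-Rho substrate (150 nM final) added. Kinetic fluorescence at 480/540 nm over 6 reads at 60 s intervals; 50 mM HEPES pH 7.8, 0.5 mM EDTA, 0.1 mg/ml BSA, 1 mM TCEP, 0.01% Tween-20.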
D2 antagonist = antagonists of human D2 dopamine receptor | inhibition, % at 10 µM | 340,000 tested, 2% active | HEK293 TREx D2 cells, calcium flux, dopamine EC80 | AID 485344; in the data active = inhibition above about 30%; also: 0% is about no effect
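In this primary screen, negative modulation is detected by tracking calcium flux after an EC80 dopamine challenge in inducible HEK293 T-REx D2 cells preexposed to test compound for 180 s.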
TRHR PAM = TRH receptor (human) allosteric enhancement | 360,000 tested, 0.66% active | enhancement, % at 2 µM | AID 493056 | TRHR cells, fluo-8 calcium fluorescence, EC20 TRH enhancement; in the data active = enhancement above about 30%; also: 0% is about no effect
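TRHR-expressing cells loaded with fluo-8 calcium dye were read kinetically (ex 480/em 530) during compound addition, then stimulated with an EC20 of TRH (10 nM final). Enhancement of the Gq-mediated intracellular calcium response was scored.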
* marks the source's active call; other numbers are inactive results; u = inconclusive; x = no result given; & = joins results of further samples; [ ] = dose if it differs, or a comment. Unless noted, calls follow the shape of the dose curve; as a rule, active = well fitted inhibition curve with a large enough effect; inconclusive = small, poorly fitted or top-dose-only effect; inactive = no such curve, though single readings can be large or run the other way. Some of the compounds tested; rates above refer to the full screens.

SMILES	D2 agonist	TRHR ag	TrxR1 substrate	Pin1 inhibitor	IDH1 R132H inh	TrxR1 inh	USP1 inh	D2 antagonist	TRHR PAM
CC(C)(C)OC(=O)CNC(=O)c1[nH]cnc1C(=O)Nc1ccc(CNC(=O)OC(C)(C)C)cc1	0.1	0.1	-5.3%[57.1 µM]	13.8%	-1.2%	0.9%[57.1 µM]	-17.0%	-13.5	12.1
Cc1ccc(S(=O)(=O)c2nc(S(C)(=O)=O)sc2N2CC(C)OC(C)C2)cc1 (stereo unspecified)	0.8	-0.2	-1.1%	-3.5%	7.5%	-6.0%	-14.2%	15.8	7.6
COc1ccc(OC)c2[nH]c(=O)c(CCNC(=O)C(=O)c3c(C)[nH]c4ccccc34)cc12	-0.4	-0.3	3.0%	0.6%	0.0%	21.2%	-18.0%	1.2	-3.2
COc1ccc(C(=O)NCC(=O)OCC(=O)NC2CCCCCC2)cc1	x	x	-6.0%	-0.8%	-7.3%	4.8%	-4.8%	x	x
O=S(=O)(NCC1(N2CCOCC2)CCCCC1)c1ccc(Cl)cc1C(F)(F)F	-1.2	45.5*	-3.1%	-0.5%	4.5%	-10.1%	-1.2%	2.8	7.1
CCCS(=O)(=O)N1CCN(CCN2C(=O)c3cccc4cccc(c34)C2=O)CC1	0.4	-0.1	3.0%[57.1 µM]	-5.2%	11.6%	15.8%[57.1 µM]	-9.4%	-5.5	3.7
O=C(Cc1ccccc1)NN1C(=O)C2C3C=CC([C@@H]2C1=O)C31CC1 (stereo partly specified)	-0.7	-0.5	-4.9%	-6.0%	7.8%	-10.0%	-14.3%	-3.4	-1.8
O=C(COc1cccc(NC(=O)c2cccc([N+](=O)[O-])c2)c1)c1ccc(Br)cc1	0.0	0.3	-10.3%	-1.7%	15.4%	-1.4%	0.7%	-1.9	8.0
Cc1cn(C2CCCO2)c(=O)nc1N (stereo unspecified)	x	x	-5.9%	-2.2%	-0.8%	-10.2%	-6.2%	x	x
CC(C)CCOC(=O)C(C)Sc1n[nH]c(=O)[nH]c1=O (stereo unspecified)	-0.1	-0.1	2.8%	-2.4%	14.4%	13.5%	-20.6%	-4.0	6.9
Cc1ccnc(NC(=O)c2cccc(S(=O)(=O)NCc3ccccc3)c2)c1	-1.9	0.0	-3.4%	-1.6%	0.5%	1.7%	-16.9%	-16.5	11.5
CCCCc1ccc(NC(=O)NCc2ccccn2)cc1	-1.4	-0.7	-5.6%	7.5%	-10.1%	12.0%	-10.3%	3.7	-2.0
Cc1n[nH]c(=O)c2c(NC(=O)CSc3nc4ccccc4c(=O)n3C(C)C)oc(C)c12	-0.4	-2.3	3.0%	-2.5%	3.3%	11.8%	-19.0%	-17.8	-1.0
COc1cccc2cc(C(=O)C3=C(O)C(=O)N(CCN4CCOCC4)C3c3ccc(Cl)cc3)oc12 (stereo unspecified)	-0.5	0.2	-2.3%[57.1 µM]	17.5%	1.8%	-50.3%	-13.5%	10.1	4.3
CC(C(=O)O)n1nnc2ccccc21 (stereo unspecified)	0.9	1.0	-1.8%	-7.5%	3.1%	11.0%	-4.8%	-28.6	-7.1
COc1nc(-c2ccccc2)cc(C(F)(F)F)n1	-0.3	-0.1	-1.9%	0.2%	0.6%	11.8%	-1.4%	5.9	3.3
CCCn1c(N)c(C(=O)COC(=O)/C=C/c2ccc(OC(F)F)c(OC)c2)c(=O)[nH]c1=O	x	x	-3.6%	6.3%	-9.7%	-5.5%	4.4%	x	x
CN(C)S(=O)(=O)c1ccc(C(=O)NC2CC(=O)N(c3ccc4c(c3)OCCO4)C2)cc1 (stereo unspecified)	1.2	0.1	9.1%[57.1 µM]	-13.8%	-19.2%	18.0%[57.1 µM]	-15.3%	x	2.5
Cc1cccc(NC(=O)CSc2nc(-c3cccs3)cc(C(F)(F)F)c2C#N)c1	1.0	3.8	66.4%[activator]	36.0%[activator]	0.0%	19.5%	7.0%	x	-12.2
CCOC(=O)c1cc(C)sc1NC(=O)CN1CCN(C(=O)c2ccco2)CC1	-0.7	1.1	2.8%	-5.5%	3.4%	14.0%	-7.8%	2.8	8.3
N#CC1=C(N)SC(C(=O)c2ccccc2)C1c1cccs1 (stereo unspecified)	-1.1	-0.5	-4.9%	-5.9%	-2.5%	3.1%	-16.6%	13.2	3.8
COc1ccccc1-c1coc2c(CN3C(C)CCCC3C)c(O)ccc2c1=O (stereo unspecified)	2.0	-0.5	35.5%	7.8%	-1.4%	-0.5%	-4.8%	-12.0	2.9
CN(CC(=O)Nc1ccccc1Cl)C(=O)CN1C(=O)C2CCCCC2C1=O (stereo unspecified)	-0.3	-0.5	-5.6%	0.4%	0.2%	3.2%	0.8%	-18.8	16.6
CN(C)c1ccc(N=Nc2cccc(F)c2)cc1	0.6	-0.3	-1.4%	0.2%	-1.4%	10.1%	-8.8%	-13.8	3.1
O=S(=O)(Nc1nc2ccccc2nc1Cl)c1ccccc1C(F)(F)F	0.2	0.9	1.3%	-5.4%	25.7%	u	-15.1%	-4.1	-0.8
O=C(NCCc1ccccc1)C(=O)NCC(c1cccnc1)N1CCN(c2ccc(F)cc2)CC1 (stereo unspecified)	-1.8	-0.9	-12.2%	u	14.5%	37.8%[11.4 µM]	-16.4%	x	0.6
Cc1cc(C)cc(N(C(C)C(=O)N2CCCC2)S(C)(=O)=O)c1 (stereo unspecified)	0.5	-0.1	-5.7%[57.1 µM]	1.7%	5.9%	6.8%[57.1 µM]	-17.3%	8.3	0.5
COc1cc(/C=N/N2CCN(c3ccccc3OC)CC2)ccc1OC(C)=O	-0.2	0.1	5.9%[57.1 µM]	-4.9%	4.8%	1.1%[57.1 µM]	-2.9%	-0.7	20.7
CCOC(=O)[C@H]1[C@H]2COc3ccc(Cl)cc3[C@@H]2N2C(=O)c3ccc(F)cc3NC(=O)[C@@]12C	-0.1	-0.3	1.5%	u	-8.2%[38.3 µM]	19.4%	u	-8.7	19.7
COC(=O)CCc1c(COC(C)=O)[nH]c(C(=O)OCc2ccccc2)c1C	0.2	-0.1	3.1%	-6.3%	16.1%	u	-14.7%	-2.9	17.5
CC1(C)CC(=O)C2=C(C1)NC(=O)NC2c1ccc([N+](=O)[O-])cc1 (stereo unspecified)	0.5	0.4	-6.8%[57.1 µM]	6.5%	1.3%	-8.9%[57.1 µM]	-4.7%	3.8	4.0
CC(C)N(C(=O)[C@H]1C[C@H](CC(=O)NCCCN(C)C)C(=O)N2CCc3c([nH]c4ccc(Cl)cc34)[C@]12C)C(C)C	x	x	-3.2%	-1.6%	-0.2%	3.7%	-5.4%	x	x
COc1ccc(OC)c(C(=O)CN2C(=O)N(c3cc(C)cc(C)c3)S(=O)(=O)c3ccccc32)c1	0.3	0.6	2.6%[57.1 µM]	6.2%	-19.6%	21.4%[57.1 µM]	3.6%	x	1.9
COc1ccc(N/C(=C/[N+](=O)[O-])SC)cc1	0.0	0.7	3.0%[57.1 µM]	6.6%	-8.3%	7.08µM*	-7.5%	-7.8	5.2
Cc1ccc2c(c1)N(C(=O)CCC(=O)NCCCN1CC(C)CC(C)C1)CCO2 (stereo unspecified)	-0.1	-0.1	-8.3%[57.1 µM]	5.6%	15.0%	5.6%[57.1 µM]	-3.4%	-15.6	-1.7
O=C(COc1ccccc1F)NNC(=O)c1ccc(N2CCCCC2)c([N+](=O)[O-])c1	-0.1	0.6	-8.6%	-1.3%	-1.5%	3.8%	-18.2%	-11.2	8.2
COc1ccc(C(C(=O)NC2CCCCC2)N(C(=O)c2sc(C)nc2C)c2ccc(OC)cc2)cc1 (stereo unspecified)	-0.1	-1.3	0.8%	0.7%	-9.3%	2.3%	-20.6%	5.2	2.1
Cc1ccc(CNC(=O)C2CCC(=O)N(CC3CCCCC3)C2)o1 (stereo unspecified)	0.3	0.8	-12.5%	u	5.9%	50.1µM*	-5.4%	6.2	-3.1
CC(=O)OC(COc1ccccc1)Cn1cnc2cc(C)c(C)cc21 (stereo unspecified)	0.5&-0.1	-0.2&-0.7	5.8%&-4.1%	0.5%&-1.1%	12.2%&34.7%	21.6%&-2.2%	-6.9%&-19.5%	-5.2	5.1&6.3
Cc1ccc(C(=O)COc2nc(C)cc(C)c2C#N)cc1	-0.2	-0.4	2.5%[57.1 µM]	-0.2%	1.5%	1.3%[57.1 µM]	-10.4%	-2.4	0.8
CCC(C(=O)Nc1cccnc1)c1ccccc1 (stereo unspecified)	0.3	-0.2	10.7%	-6.6%	-2.8%	63.8%[activator]	-9.6%	-12.2	-4.8
O=C(COC(=O)/C=C/c1cccs1)NC1CC1	0.0	0.9	-2.7%	-1.5%	10.1%	3.2%	-12.4%	12.5	13.3
O=C(NC1CCCC1)C(c1cccs1)N(CC1CCCO1)C(=O)Cc1cccs1 (stereo unspecified)	0.5	0.0	-1.6%	-3.6%	9.0%	10.7%[57.1 µM]	-4.6%	-0.7	-6.5
CCCn1c(=C(C#N)C#N)s/c(=C2\C=Cc3ccccc3N2CC)c1=O	0.5	0.1	7.7%[57.1 µM]	5.3%	1.8%	8.8%	4.7%	4.5	-4.6
OC(c1ccccc1)C(CN1CCOCC1)c1ccccc1 (stereo unspecified)	-1.2	-1.3	6.4%	-3.7%	5.6%	6.3%	-14.2%	-16.2	-2.6
CCCC(C)NC(=O)CN1C(=O)c2cccc3cccc1c23 (stereo unspecified)	0.0	0.2	7.1%[57.1 µM]	-0.7%	1.8%	17.9%[57.1 µM]	-9.3%	-0.9	-0.1
CCOC(=O)C1C(=O)C(C(=O)OCC)C(c2cccnc2)NC1c1cccnc1 (stereo unspecified)	-1.1	-0.3	22.3%[57.1 µM]	-3.2%	2.3%	3.16µM*	-8.4%	10.9	2.7
